PfG6PD inh: PfG6PD enzyme inhibitors, primary screen, biochemical, fluorescence intensity, uHTS | hit rate 0.78% among 350,000 | glucose-6-phosphate dehydrogenase-6-phosphogluconolactonase (Plasmodium falciparum 3D7) | PfGluPho enzyme, NADPH resazurin-diaphorase fluorescence | AID 504690, 2011 | inhibition, % at 20 µM;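 active = inhibition reaching at least a set limit at 20 µM in the primary screen, cut at about 59% in these data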;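 note: 0% = DMSO wells with substrate and 100% = DMSO wells lacking glucose-6-phosphate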
hIAP act: human IAP activators, primary screen, biochemical, luminescence, uHTS | Intestinal-type alkaline phosphatase (Homo sapiens), P09923 | purified human IAP, CDP-Star luminescence, 30 min; active compounds read high; 1 = vehicle-only enzyme, 0 = enzyme-free background | activation factor at 10 µM | hit rate 0.16% among 330,000 | AID 2524, 2010;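 active = activation factor of the enzyme at least 2-fold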; note: the source names both 10 and 20 µM as test concentration; values of inactives mirror those of a sister screen read the other way
HKDC1 inhibitor: HKDC1 hexokinase inhibitors, primary screen, biochemical, fluorescence, uHTS; Q2TB90; recombinant HKDC1, G6PDH/diaphorase resazurin coupled fluorescence; inhibition, % at 20 µM; hit rate 0.16% among 340,000; AID 493160, 2011;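 active = inhibition above about 35% when tested at 20 µM, limit read from the data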;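 note: plate controls were DMSO wells with enzyme for no effect and DMSO wells lacking enzyme for full effect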
Target sequence (Q2TB90 whole entry, looked up): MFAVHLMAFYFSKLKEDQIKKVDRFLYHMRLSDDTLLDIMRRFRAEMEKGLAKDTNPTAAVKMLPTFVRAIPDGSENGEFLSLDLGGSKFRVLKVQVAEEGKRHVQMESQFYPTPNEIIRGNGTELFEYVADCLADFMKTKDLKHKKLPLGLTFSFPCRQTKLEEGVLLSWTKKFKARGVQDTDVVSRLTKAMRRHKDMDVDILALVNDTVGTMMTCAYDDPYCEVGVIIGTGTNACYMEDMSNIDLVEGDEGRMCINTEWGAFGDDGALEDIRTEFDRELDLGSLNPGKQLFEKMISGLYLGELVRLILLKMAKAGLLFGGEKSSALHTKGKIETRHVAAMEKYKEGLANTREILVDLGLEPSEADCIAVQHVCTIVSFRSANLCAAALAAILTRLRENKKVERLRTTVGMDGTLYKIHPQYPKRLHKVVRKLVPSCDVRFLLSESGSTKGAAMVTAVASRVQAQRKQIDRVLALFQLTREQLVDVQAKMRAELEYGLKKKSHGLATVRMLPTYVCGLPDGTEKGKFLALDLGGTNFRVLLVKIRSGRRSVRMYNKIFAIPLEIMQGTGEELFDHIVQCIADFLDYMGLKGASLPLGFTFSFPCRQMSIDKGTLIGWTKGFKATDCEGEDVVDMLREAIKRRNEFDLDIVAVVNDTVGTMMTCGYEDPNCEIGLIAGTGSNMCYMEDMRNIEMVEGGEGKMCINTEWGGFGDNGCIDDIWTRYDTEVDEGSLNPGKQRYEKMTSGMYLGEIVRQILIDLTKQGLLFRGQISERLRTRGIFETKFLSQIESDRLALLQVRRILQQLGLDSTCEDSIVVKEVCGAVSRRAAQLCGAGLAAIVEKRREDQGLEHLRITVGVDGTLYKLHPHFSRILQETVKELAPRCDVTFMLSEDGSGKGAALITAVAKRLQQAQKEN
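test system = in-house recombinant HK5 (HKDC1) enzyme | amount = HKDC1 at 5 µg/mL | control set = DMSO-enzyme wells negative, buffer-substituted wells positive | compound = one dose of 20 µM, 1% DMSO | schedule = reaction time 90 min, room temperature, protected from light | technique = resorufin fluorescence at 613 nm | reagent = glucose with 1 mM ATP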
hIAP block: human IAP inhibitors, primary screen, biochemical, luminescence, uHTS. purified IAP, CDP-Star luminescence, 30 min. hit rate 0.12% among 330,000. Intestinal-type alkaline phosphatase (Homo sapiens), P09923. inhibition, % at 10 µM. AID 2544, 2010;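 active = inhibition reaching a set limit with compound at 10 µM in the primary screen, cut at about 35% in these data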;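 note: plate controls were DMSO wells with enzyme for no effect and no-enzyme buffer wells for full effect; values of inactives mirror those of a sister screen read the other way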
ATG4B inhibitor: ATG4B protease inhibitors, primary screen, biochemical, fluorescence, uHTS. ATG4B cleavage of LC3-PLA2, NBD-HPC fluorescence, 1 h. inhibition, % at 8.33 µM. hit rate 0.51% among 340,000. AID 504462, 2011; in the data active = inhibition above about 40%
mIAP inh: inhibitors of mouse IAP, primary screen, biochemical, luminescence, uHTS; intestinal alkaline phosphatase [Mus musculus]; purified mouse IAP, CDP-Star luminescence, 30 min; inhibition, % at 10 µM; hit rate 0.2% among 330,000; AID 2806, 2010;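 active = inhibition of at least 40% at 10 µM in the primary screen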;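 note: plate controls were DMSO with enzyme for no effect and no enzyme wells for full effect; values of inactives mirror those of a sister screen read the other way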
APOBEC3A inh: APOBEC3A ssDNA deaminase inhibitors, primary screen, selectivity assay for APOBEC3G inhibitor project, biochemical, FAM/TAMRA oligo cleavage fluorescence | inhibition, % at 20 µM | recombinant A3A, FAM/TAMRA ssDNA deamination fluorescence | AID 493011, 2011 | hit rate 0.41% among 330,000 | DNA dC->dU-editing enzyme APOBEC-3A (Homo sapiens), P31941;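 active = at least 40% inhibition at 20 µM here, with at most 30% in a related deaminase screen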;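 note: plate controls were A3A with DMSO for no effect and wells lacking A3A enzyme for full effect; some results filed as inactive read as strong as hits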
Target sequence (P31941 whole entry, looked up): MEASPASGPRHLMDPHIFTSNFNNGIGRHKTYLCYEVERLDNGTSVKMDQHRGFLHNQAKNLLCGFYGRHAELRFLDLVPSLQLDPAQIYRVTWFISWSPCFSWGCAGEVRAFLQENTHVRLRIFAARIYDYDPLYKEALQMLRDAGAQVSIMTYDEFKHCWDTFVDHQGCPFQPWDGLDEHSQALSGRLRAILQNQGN
mIAP act: activators of mouse IAP, primary screen, biochemical, luminescence, uHTS; intestinal alkaline phosphatase [Mus musculus]; muIAP, CDP-Star luminescence, 30 min; active compounds read high; 1 = vehicle-only enzyme signal, 0 = enzyme-free wells; activation factor at 10 µM; AID 2805, 2010; hit rate 0.24% among 330,000;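 active = activation factor of at least 2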; note: the source names both 10 and 20 µM as test concentration; values of inactives mirror those of a sister screen read the other way
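System: mouse IAP enzyme. Reagent: CDP-Star chemiluminescent phosphatase substrate. Benchmarks: DMSO wells, no-enzyme wells. Times: 30 min enzyme-substrate-compound incubation at room temperature. Detection: luminescence from enzymatic CDP-Star hydrolysis. Doses: test compounds delivered from DMSO solution.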
* hit, by the source's call; / = no result given.

SMILES	PfG6PD inh	hIAP act	HKDC1 inhibitor	hIAP block	ATG4B inhibitor	mIAP inh	APOBEC3A inh	mIAP act
Cc1ccc(N/C(N)=N/c2nc(C(F)(F)F)cc(C(F)(F)F)n2)cc1	37	0.86	-5	14	0	3	10	0.97
O=[N+]([O-])CC(c1ccc(F)cc1)c1c[nH]c2ccccc12 (stereo not given)	17	0.91	2	9	-6	-4	0	1
COC(=O)[C@]1(CC(C)C)N[C@H](c2ccc(-c3ccc4c(c3)OCO4)cc2)[C@@H]2C(=O)N(C)C(=O)[C@@H]21	12	1.1	8	-5	-6	0	0	0.99
Cc1sc2ncnc(N3CCCC(C)C3)c2c1C (stereo not given)	-9	1	1	-2	5	-1	3	1
CCOC(=O)c1cnc2ccc(C)cc2c1Sc1ccccc1C(=O)OC	104*	1.2	5	-17	-6	12	3	0.88
CN(C)c1nnnn1-c1ccc(Oc2ncc(C(F)(F)F)cc2Cl)cc1	-5	1	-11	-4	5	-6	-1	1.1
COc1cccc(-c2nnc(SCc3ccccn3)n2C)c1	2	1.1	-3	-6	-8	0	1	1
NC(=O)c1nsc(C(=O)N(c2ccccc2)C(C(=O)NC2CCCC2)c2ccc3ncccc3c2)c1N (stereo not given)	-2	0.82	-6	18	4	1	-5	0.99
CCN(CC)CCN(Cc1cc2cc(C)ccc2[nH]c1=O)C(=S)Nc1ccccc1	27	1	-3	-4	-7	9	-2	0.91
COc1ccc(/C=N/NC(=O)c2ccc(COc3ccccc3Cl)o2)cc1	4	1.1	-4	-6	-1	8	1	0.92
Cc1ccc(CNC(=O)C2CCCN(c3nc4ccsc4c(=O)s3)C2)cc1 (stereo not given)	-7	1	5	-3	-1	0	-2	1
O=C1C2C(c3ccccc3)CC=CC2[C@H](c2ccc3ccccc3c2)N1Cc1ccccc1 (stereo not given in full)	-1	1	5	-4	-8	6	2	0.94
CCCNC(=O)C1(CC2CC(c3ccccc3)=NO2)CCN(C(=O)C2CCCC2)CC1 (stereo not given)	-13	1.1	-5	-9	2	-8	6	1.1
COc1cc(/C=C2/C(=O)ON=C2c2ccccc2)ccc1O	-2	0.73	-9	27	4	18	1	0.82
CCC1(CC)Cc2ccccc2-c2nc(CN3CCOCC3)[nH]c(=O)c21	30	1.1	3	-8	-4	7	-1	0.93
CC1(C)Cc2c(c(-c3ccccc3)nc3sc4c(=O)[nH]c(=S)[nH]c4c23)CO1	-10	0.96	4	4	-1	6	-1	0.94
CCOC(=O)Cc1csc(NC(=O)CS(=O)(=O)Cc2ccccc2)n1	8	1.1	-6	-6	4	5	-1	0.95
CCCCNC(=O)/C(=C/c1ccccc1)NC(C)=O	-5	0.91	-8	9	-7	11	4	0.89
O=S(=O)(NN1CCOCC1)c1ccc(Br)s1	11	1.1	2	-14	2	-2	-3	1
Cc1c(CNC2CCCC2)c(C(=O)O)c(C)n1Cc1ccccc1	4	1.1	4	-11	-9	-6	-7	1.1
COc1ccc(CNC(=O)Cn2cnc3c(NCc4ccccc4)ncnc32)cc1	-4	/	-5	/	-10	-9	-1	1.1
COc1cc(CNc2ccc(CNc3ncn[nH]3)cc2)ccc1OCC(=O)NC(C)(C)C	2	0.96	-14	4	-5	8	-2	0.92
CCCn1c(N)c(N(CCOC)C(=O)c2ccc(C#N)cc2)c(=O)[nH]c1=O	-13	0.97	4	3	6	-8	4	1.1
CCOC(=O)c1c(C)[nH]c(C)c1C(=O)CSc1nc2ccccc2c(=O)n1-c1ccc(C)cc1	4	0.85	-4	15	-3	5	3	0.95
Clc1ccc(-c2ccc(CNCc3ccccn3)o2)cc1	-4	1.3	0	-31	-2	-14	-4	1.1
CSc1ccccc1C(=O)N(C)Cc1ccccc1	3	0.83	-15	16	-5	6	1	0.94
CC(Oc1ccc2ccc(=O)oc2c1)C(=O)NCC1CCC(C(=O)O)CC1 (stereo not given)	-3	0.91	-3	9	5	6	-1	0.94
CC(=O)c1ccn(S(=O)(=O)c2ccc(Cl)cc2)c1	4	1.1	-5	-11	-2	-11	1	1.1
COc1ccccc1CNC(=O)c1cc(-c2ccccc2)n(Cc2cc(C)no2)n1	-1	0.94	4	6	8	-1	4	1
COc1ccc(-c2cc(C(=O)N3CCN(c4ncccn4)CC3)c3ccccc3n2)c(OC)c1	18	1	-7	-1	-14	4	-2	0.96
CC1CCN(C(=O)CSc2nnc(-c3cccnc3)n2C2CCCCC2)CC1	0	0.78	-11	22	-11	9	-2	0.91
CCCn1ncc(CN2CCC(CO)(CC3CCCCO3)CC2)c1C (stereo not given)	-20	1.1	5	-7	3	6	1	0.94
CN(C)CC(C)(C)CNC(=O)C1CCN(Cc2ccccc2O)CC1	-3	0.95	0	5	-8	4	-2	0.96
Cc1ccc(NC(=O)CN(CCc2ccccc2)S(C)(=O)=O)cc1	-12	1.2	0	-21	-3	-3	-5	1
CCN(CC)S(=O)(=O)c1ccc(OC)c(NC(=O)CSc2cc(C)ccc2C)c1	14	1.2	15	-20	-10	-10	0	1.1
COc1ccc(N2C(=O)C(Cl)=C(Oc3cccc(OC)c3)C2=O)cc1	51	1	26	0	5	-5	-2	1.1
O=C(Nc1cccc(C(F)(F)F)c1)c1cc(-c2cccs2)on1	0	0.81	-8	19	5	12	2	0.89
O=C(CNCc1ccccc1)Nc1ccc(Cl)cc1	11	0.89	0	11	-1	7	-1	0.93
O=C(COc1ccc2c3c(c(=O)oc2c1)CCC3)Nc1ccc(CCO)cc1	2	1	4	-2	6	-1	11	1
CCOC(=O)c1c(O)c2cccc3c2n(c1=O)CC3	26	1.1	-2	-11	-2	3	-4	0.97
CS(=O)(=O)NCCCc1ccccc1	11	1.1	-6	-6	0	-6	2	1.1
CS(=O)(=O)NC1CCN(Cc2ccccc2)CC1	-10	0.91	-6	9	5	-10	5	1.1
O=C(Nc1ccccc1C(F)(F)F)C1CCN(C(=O)Cc2ccccc2)CC1	-3	1.1	6	-10	0	-7	6	1.1
Cc1ccc(N2CC(C(=O)NC(C)CCc3ccccc3)CC2=O)cc1 (stereo not given)	-3	1.6	1	-57	-8	5	2	0.95
COc1cccc(CNc2nc3ccccc3n2C)c1O	0	1.1	-1	-8	5	10	-1	0.9
COc1cc2[nH]c(=O)c(C(=O)NCCCN3CCOCC3)c(O)c2cc1OC	-2	0.97	-3	2	-11	8	-3	0.92
CC(C)C(C)NC(=O)COn1nnc2ccc(S(=O)(=O)N3CCOCC3)cc21 (stereo not given)	-1	0.88	0	12	0	4	-1	0.96
Cc1csc(NC(=O)Cc2coc3cc(C)c(C(C)C)cc23)n1	-4	0.94	9	6	22	-2	18	1
COc1ccc(OC)c(/C=C/C(=O)OCC(=O)Nc2cccc(C(C)=O)c2)c1	-8	0.68	6	32	0	15	-1	0.85
COc1ccc(C(CCN2CCN(c3ccccc3)CC2)c2c(O)cc(OC)cc2OC)cc1 (stereo not given)	11	0.89	3	11	5	-3	0	1

Other structures follow:
SMILES	PfG6PD inh	hIAP act	HKDC1 inhibitor	hIAP block	ATG4B inhibitor	mIAP inh	APOBEC3A inh	mIAP act
C/C(=N\NC(=O)Cc1c(C)[nH][nH]c1=O)c1cccc(Br)c1	-7	0.99	-5	1	6	3	-3	0.97
O=C(Cc1ccccc1)NCC1CCCO1 (stereo not given)	-3	0.97	-4	3	-2	-14	5	1.1
CCOc1ccc(NC(=O)CCn2ccnc2)cc1	0	0.87	-1	13	3	-3	-2	1
C#CCOCCOCCOCCNc1nc(N2CCN(C(=O)[C@H](CCC(=O)O)n3cc(C(N)[C@H](C)CC)nn3)CC2)nc(N2CCN(C(=O)[C@H](Cc3ccc(O)cc3)n3cc(C(N)[C@H](C)CC)nn3)CC2)n1 (stereo not given in full)	-7	0.92	-1	8	-1	1	-1	0.99
CS(=O)(=O)c1ccc(N2CCN(c3ccccn3)CC2)c([N+](=O)[O-])c1	-5	0.98	1	2	6	7	-3	0.93
CC(C)(C)c1ccc(/C=N/NC(=S)NC2CCCCC2)cc1	8	0.93	-1	8	1	4	5	0.96
COc1ccc(CCN2C(=O)CSC2c2ccc(OC)c(OC)c2)cc1OC (stereo not given)	-1	0.98	-4	2	10	0	-2	1
COC(=O)C1=C(C)N(C2CCCC2)C(=O)C1(NC(C)=O)C(F)(F)F (stereo not given)	-1	1.1	1	-7	-1	2	-2	0.98
O=C(Cc1ccc(F)cc1)Oc1ccc(C(=S)N2CCCC2)cc1	-1	1	-10	-5	8	-20	-6	1.2
CCOC(=O)C1CCN(Cc2cnc(NC(=O)OC)s2)CC1	-16	0.96	-2	4	0	-2	-1	1
O=c1oc(-c2ccc([N+](=O)[O-])cc2)nc2ccccc12	-2	0.9	16	10	3	6	-2	0.94
O=C(O)CSc1nnc(COc2cccc3ccccc23)n1Cc1ccccc1	-20	0.87	2	13	9	7	2	0.93
O=C(Nc1ccccn1)C12CC3CC(C1)CC(C(=O)Nc1ccccn1)(C3)C2	-8	0.9	-6	10	-5	-8	-6	1.1
COc1ccc(CC2CC(=O)N(c3ccc(C)cc3)C2=O)cc1 (stereo not given)	1	2.1*	-4	-106	6	-2	-1	1
O=C(CN1CCN(S(=O)(=O)N2CCCCC2)CC1)Nc1cc(Cl)cc(Cl)c1	7	0.89	1	11	-5	-16	-1	1.2
Cc1nnc(SCCN2C(=O)c3ccccc3C2=O)[nH]c1=O	-21	1	1	-3	-3	6	-6	0.94
COc1cc(Br)c(-c2sc(Nc3ccccc3)n[n+]2-c2ccc(F)cc2)cc1OC	14	1.1	0	-12	-10	0	0	1
Cc1c(NC(=O)c2cccc(NS(C)(=O)=O)c2)c(=O)n(-c2ccccc2)n1C	-2	0.85	4	15	-4	6	0	0.94
CCN1CCN(c2ccc(S(=O)(=O)N3CCCCC3)cc2NC(=O)/C=C/c2cc(OC)ccc2OC)CC1	1	1.1	-2	-6	-9	8	32	0.92
O=C(NNc1c2ccccc2nc2ccccc12)C(O)c1ccccc1 (stereo not given)	6	0.86	2	14	-9	19	0	0.81
CCOCCCN1C(=O)C(O)=C(C(C)=O)C1c1cccs1 (stereo not given)	-7	0.92	-6	8	3	7	-5	0.93
O=c1c2oc3ccccc3c2ncn1Cc1ccc(F)cc1	0	0.92	1	8	2	0	1	1
S=c1[nH]nc(CSCCOc2ccccc2)o1	1	1.1	-1	-10	4	8	-1	0.92
Cc1noc(C)c1C(=O)N1CCCc2ccccc21	-3	0.87	4	13	-3	5	-5	0.95

One compound at a time (already shown).
CCOCCCN1C(=O)C(O)=C(C(C)=O)C1c1cccs1 (stereo not given) across the screens: PfG6PD inh = -7; hIAP act = 0.92; HKDC1 inhibitor = -6; hIAP block = 8; ATG4B inhibitor = 3; mIAP inh = 7; APOBEC3A inh = -5; mIAP act = 0.93
O=c1c2oc3ccccc3c2ncn1Cc1ccc(F)cc1 across the screens: PfG6PD inh = 0; hIAP act = 0.92; HKDC1 inhibitor = 1; hIAP block = 8; ATG4B inhibitor = 2; mIAP inh = 0; APOBEC3A inh = 1; mIAP act = 1

High-throughput results deposited in PubChem BioAssay by Sanford-Burnham Center for Chemical Genomics.
